Assay outcomes (PubChem BioAssay)
VLA-4 inh: inhibition in human VLA-4 binding assay, primary screen, VLA-4 allosteric modulator project, MLPCN library, flow cytometry, VLA-4 expressing cells. hit rate 0.2% among 330,000. inhibition, % (about 7 µM as worked out from the volumes in the protocol). ligand binding flow cytometry; in the data active = inhibition above about 50%
PP1 inh: PP1-alpha phosphatase inhibitors, primary screen, counter-screen for PP5 inhibitor project, biochemical, fluorescence, OMFP substrate, single point; Serine/threonine-protein phosphatase PP1-alpha catalytic subunit (Homo sapiens), P62136; AID 2235, 2010; purified PP1alpha; inhibition, % at 6.7 µM; hit rate 0.9% among 320,000;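 active = inhibition above the mean inhibition of all tested compounds plus 3 SD, computed separately for each screening campaign, cut at about 15% in these data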
Target sequence (P62136 whole entry, looked up): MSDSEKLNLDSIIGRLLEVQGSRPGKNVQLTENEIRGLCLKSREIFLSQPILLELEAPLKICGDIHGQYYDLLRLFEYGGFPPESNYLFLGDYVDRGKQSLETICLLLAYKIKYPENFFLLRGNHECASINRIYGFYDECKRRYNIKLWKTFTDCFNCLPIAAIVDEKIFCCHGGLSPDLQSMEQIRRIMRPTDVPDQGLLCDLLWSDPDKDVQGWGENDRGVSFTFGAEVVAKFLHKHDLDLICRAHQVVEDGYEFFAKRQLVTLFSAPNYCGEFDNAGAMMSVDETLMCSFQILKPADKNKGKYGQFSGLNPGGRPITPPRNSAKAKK
PP5 inh: PP5 phosphatase inhibitors, primary screen, biochemical, fluorescence | purified PP5c, OMFP substrate fluorescence | inhibition, % at 6.7 µM | hit rate 0.18% among 320,000;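 active = inhibition above the campaign's mean inhibition across all tested compounds plus 3 SD, cut at about 9.5% in these data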;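 also: 0% = DMSO only and 100% = 100 µM cantharidin control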
Target sequence (P53041 whole entry, looked up): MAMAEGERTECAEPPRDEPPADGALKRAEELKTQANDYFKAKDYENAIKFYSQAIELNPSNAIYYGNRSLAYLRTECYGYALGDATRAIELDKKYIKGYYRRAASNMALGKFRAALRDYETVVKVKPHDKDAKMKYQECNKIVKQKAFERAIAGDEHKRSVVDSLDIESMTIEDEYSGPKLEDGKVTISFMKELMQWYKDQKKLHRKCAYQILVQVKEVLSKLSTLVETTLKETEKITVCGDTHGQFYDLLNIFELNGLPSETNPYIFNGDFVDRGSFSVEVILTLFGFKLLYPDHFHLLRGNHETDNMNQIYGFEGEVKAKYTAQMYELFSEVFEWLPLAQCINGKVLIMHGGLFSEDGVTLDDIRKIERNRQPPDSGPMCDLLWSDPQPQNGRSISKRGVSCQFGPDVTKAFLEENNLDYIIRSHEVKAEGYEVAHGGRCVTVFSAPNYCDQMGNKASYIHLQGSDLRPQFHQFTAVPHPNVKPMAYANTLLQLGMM
HCV core dimer: inhibitors of HCV core protein dimerization, primary screen, biochemical, TR-FRET, high-throughput. TR-FRET GST/Flag-core106 dimerization, 1536-well. inhibition, % at 5 µM. hit rate 0.33% among 300,000;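 active = inhibition above the mean of all tested compounds plus 3 SD, set per screening campaign, cut at about 45% in these data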
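Material: Tagged HCV core106 pair (GST and Flag) | Amount: GST-core106 13.5 nM, Flag-core106 17 nM | Medium: KF-containing HEPES buffer, pH 7.45, DTT, CHAPS, BSA | Reagent: Eu donor and XL665 acceptor anti-tag antibodies | Schedule: 4 h at 22.5 °C | Technique: Time-resolved FRET, ex 340 nm, em 617 and 671 nm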
JMJD2C inh: inhibitors of GASC-1 histone demethylase, primary screen, biochemical, fluorescence, DELFIA europium | GST-JMJD2C(1-420) H3K9me3 demethylation | inhibition, % at 2.35 µM | hit rate 0.069% among 330,000;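 active = more than half of a compound's replicate wells show inhibition beyond 50%, single wells judged on their own value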;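 also: signal counts dimethyl H3K9 product captured on neutravidin plate; 0% = median of DMSO wells and 100% = 0.3 times that DMSO median; strong numbers were not always called active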
procasp3 activ: activators of human procaspase-3 D3A mutant, primary screen, biochemical, absorbance, PC-3 D3A mutant, single concentration; Caspase-3 (Homo sapiens), P42574; recombinant procaspase-3 D3A, Ac-DEVD-pNA absorbance 405 nm; activation, % at 8.5 µM; hit rate 0.11% among 330,000; AID 463141, 2010;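 active = activation above the mean of all tested compounds plus 3 SD, cut at about 21% in these data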;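 also: 0% = DMSO alone and 100% = DMSO wells spiked with extra 5 µM PC-3 D3A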
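material = Procaspase-3 D3A mutant | probe or stimulus = Ac-DEVD-pNA | compound = single dose, 8.5 µM nominal compound, 0.8% DMSO | timing = 1 h preincubation, 2 h reaction | measured by = 405 nm absorbance of p-nitroaniline, reads at 0 and 120 min | benchmarks = DMSO-only low control, 5 µM PC-3 D3A high control | repeats = singlicate, each compound tested once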
GRK2 inh: compounds blocking aptamer binding on GRK2 – biochemical, human GRK2, bead flow cytometry, HTS, primary screen | Beta-adrenergic receptor kinase 1 (Homo sapiens), P25098 | FAM-aptamer displacement from GRK2 | inhibition of aptamer binding, % at 10 µM | hit rate 0.59% among 330,000;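 active = inhibition of aptamer binding above 40%, roughly 3 SD of noise, on plates passing a quality check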;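 also: median bead fluorescence of bound FAM aptamer so fluorescent compounds give negative values; no value below 0 was filed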
Fh CTSL1 inh: Fasciola hepatica cathepsin L1 inhibitors, primary screen, counter-screen for PFM18AAP inhibitor project, biochemical, QFRET, fluorogenic peptide substrate. recombinant F. hepatica cathepsin L1, Z-Leu-Arg-MCA fluorescence. hit rate 0.49% among 300,000. inhibition, % at 5.96 µM;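 active = inhibition above the mean of all tested compounds plus 3 SD, set per screening campaign, cut at about 17% in these data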;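 also: 0% = plate median of test compound wells and 100% = 1 µM Z-Phe-Ala-diazomethylketone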
proCasp7 act: procaspase-7 activators, primary screen, counter-screen for procaspase-3 activator project, biochemical, absorbance, HTS, human | recombinant procaspase-7, Ac-DEVD-pNA absorbance 405 nm; D23A/D198A/D206A triple mutant, cannot self-cleave; scale: DMSO 0, 5 µM enzyme 100 | hit rate 0.093% among 330,000 | activation, % at 8.5 µM;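 active = percent activation above the screen-wide mean plus 3 SD, cut at about 25% in these data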
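Replicates: singlicate. Assay system: Procaspase-7 triple mutant (PC-7 D3A). Signal: 405 nm absorbance of p-nitroaniline. Times: 1 h preincubation, 2 h reaction. Buffer or medium: Zinc-free HEPES pH 7.4 with 300 mM NaCl, 0.01% Triton X-100. Also added: DEVD-pNA substrate. Benchmarks: DMSO wells as 0%, DMSO with 5 µM added PC-7 as 100%.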
* = called active by the depositor; i = inactive; x = no result given; & = joins results of further samples.

The opening four compounds, to show the layout:
SMILES | VLA-4 inh | PP1 inh | PP5 inh | HCV core dimer | JMJD2C inh | procasp3 activ | GRK2 inh | Fh CTSL1 inh | proCasp7 act
O=C(/C=C/c1ccco1)Nc1cccc(-c2nc3ccccc3[nH]2)c1 | 4.8 | -1.5 | 7.3 | -3.7 | 1.0 | -2.8 | 0.0 | -6.1 | -7.8
CC(NC(=O)CCCOc1ccc(Cl)cc1)c1ccccc1 (configuration not stated) | 5.7 | -1.0 | 1.8 | 0.7 | 2.6 | -2.3 | 1.0 | -3.5 | -0.9
CC1Cc2ccccc2N1C(=O)CSc1nc2ccccc2n1CC(=O)N1CCOCC1 (configuration not stated) | -7.8 | -0.5 | 0.9 | -2.2 | -8.4&-0.2 | -0.3 | 0.0 | -1.3 | 14.7
CCC(=O)Nc1ccc(NC(=O)CSc2nnnn2-c2cccnc2)cc1C | 10.8 | -2.9 | -0.4 | -14.2 | -2.9 | 4.2 | 0.0 | 1.1 | -11.8

Main list, repeating the preview:
SMILES | VLA-4 inh | PP1 inh | PP5 inh | HCV core dimer | JMJD2C inh | procasp3 activ | GRK2 inh | Fh CTSL1 inh | proCasp7 act
O=C(/C=C/c1ccco1)Nc1cccc(-c2nc3ccccc3[nH]2)c1 | 4.8 | -1.5 | 7.3 | -3.7 | 1.0 | -2.8 | 0.0 | -6.1 | -7.8
CC(NC(=O)CCCOc1ccc(Cl)cc1)c1ccccc1 (configuration not stated) | 5.7 | -1.0 | 1.8 | 0.7 | 2.6 | -2.3 | 1.0 | -3.5 | -0.9
CC1Cc2ccccc2N1C(=O)CSc1nc2ccccc2n1CC(=O)N1CCOCC1 (configuration not stated) | -7.8 | -0.5 | 0.9 | -2.2 | -8.4&-0.2 | -0.3 | 0.0 | -1.3 | 14.7
CCC(=O)Nc1ccc(NC(=O)CSc2nnnn2-c2cccnc2)cc1C | 10.8 | -2.9 | -0.4 | -14.2 | -2.9 | 4.2 | 0.0 | 1.1 | -11.8
CCn1c(SCC(=O)N2CCN(C)CC2)nc2c1c(=O)n(C)c(=O)n2C | 4.5 | -5.7 | -1.3 | -0.7 | 1.0 | 8.1 | 2.0 | -5.3 | 0.4
O=C(O)C(Cc1ccccc1)n1c(=S)[nH]c2ccccc2c1=O (configuration not stated) | -0.1 | 2.8 | -0.6 | -2.6 | -0.9 | -2.4 | 5.0 | 0.7 | 0.4
CCCC1(c2ccccc2)NC(=O)N(CC(=O)Nc2sc(-c3ccccc3)cc2C(=O)OCC)C1=O (configuration not stated) | 2.0 | -3.3 | -1.8 | 30.8 | -13.9 | 12.0 | 0.0 | -1.2 | -1.3
CN(C)S(=O)(=O)c1ccc(C(=O)Nc2ccc3ncccc3c2)cc1 | 12.6 | -0.3 | 1.2 | -3.2 | 0.6 | 2.3 | 0.0 | -3.2 | 4.9
CCNC(=O)CSc1nnc(C2CC2)n1-c1ccccc1 | 11.2 | -6.4 | -0.4 | -1.6 | 2.6 | 5.2 | 7.0 | -5.2 | 6.5
COc1ccc(-c2noc(C3CCCN(C(=O)Nc4ccccc4)C3)n2)cc1 (configuration not stated) | 28.7 | -0.5 | 1.5 | 2.3 | -3.4 | 3.0 | 0.0 | -2.2 | 0.7
C=C1CCN([C@H](C(=O)Nc2ccc(OC)cc2)C(C)C)S(=O)(=O)c2ccccc21 | -12.9 | -2.5 | 1.5 | 2.4 | 7.7 | -6.5 | 1.0 | -5.4 | 3.9
Cc1ccc2nc3c(cc(C(=O)NCC4CCCO4)c(=N)n3C3CCCC3)c(=O)n2c1 (configuration not stated) | -11.4 | 1.8 | -0.5 | -7.5 | -4.9 | -12.4 | 1.0 | 1.0 | -12.2
O=C(c1ccccn1)N(CC1CCCO1)C1(C(=O)NC2CCCCC2)CCCCC1 (configuration not stated) | -2.1 | -2.0 | -0.6 | 3.2 | 58.4 | 4.3 | 1.0 | -1.0 | 6.9
O=C(Nc1ccc2nc(N3CCOCC3)sc2c1)c1ccccc1 | -13.3 | 0.8 | 3.6 | x | -3.1 | -2.7 | 4.0 | x | 5.3
Cc1cccc(NC(=S)NCCC(c2ccccc2)c2ccccc2)c1 | 16.1 | 5.0 | 3.0 | 13.5 | -5.3 | 2.8 | 0.0 | -1.0 | -1.2
C=CCn1c(SC(C)C(=O)Nc2ccc(F)c(F)c2F)nnc1C1CC1 (configuration not stated) | -0.8 | -5.4 | 1.8 | -2.1 | 0.0 | 7.5 | 0.0 | 3.3 | 5.2
CCCCN(C(=O)CSc1nn(-c2ccc(F)cc2)c(=S)s1)c1c(N)n(CCCC)c(=O)[nH]c1=O | 3.0 | 4.4 | 2.3 | 3.3 | -17.7 | 2.5 | 0.0 | 2.3 | -0.8
COc1cc(C2c3c(oc4ccccc4c3=O)C(=O)N2Cc2ccncc2)ccc1O (configuration not stated) | 7.8 | 0.1 | 0.8 | 1.6 | 7.9 | -0.8 | 0.0 | -0.1 | -4.5
CCCCCCCC(=O)NNC(=O)c1c(O)c2ccccc2[nH]c1=O | -4.0 | -1.7 | 0.6 | 1.5 | -0.2 | -1.9 | 3.0 | -1.1 | 1.6
C=CCn1c(COc2cccc(C)c2)nnc1SCn1nnc2ccccc2c1=O | -2.8 | 1.1 | -0.8 | 7.3 | 0.4 | -1.9 | 3.0 | 0.2 | 2.8
COCCNC(=O)c1cc(-c2cccc(OC)c2)on1 | 6.8 | -1.3 | 0.7 | 3.3 | -0.7 | 9.6 | 0.0 | 1.4 | 7.9
O=C(c1ccco1)N1CCN(C(=O)C2CC(=O)N(c3ccccc3)C2)CC1 (configuration not stated) | 8.7 | -5.9 | -0.7 | -7.5 | -18.9 | 0.2 | 2.0 | 3.1 | 11.3
COc1cc(OC)c(C(=O)OCC(=O)N(Cc2ccccc2)C(C)(C)C)cc1OC | 11.0 | -1.4 | -0.3 | -0.4 | i | -2.8 | 0.0 | 0.2 | 4.2
Cc1ccc(N(CC(O)Cn2c3ccccc3c3ccccc32)S(C)(=O)=O)c(C)c1 (configuration not stated) | -10.0 | 3.1 | 6.6 | -3.4 | -5.6 | 1.8 | 3.0 | -2.0 | 2.8
CCOC(=O)CON1C(=O)C(=O)N(OCC(=O)OCC)[C@H]2CCCC[C@H]21 | -0.3 | -2.3 | 0.9 | 0.2 | 2.2 | -1.3 | 0.0 | 4.1 | -1.9
CCn1c(Cn2nnc(-c3ccccc3)n2)nnc1SCC(=O)Nc1ccc(C(C)=O)cc1 | 8.4 | -1.5 | 0.9 | 0.4 | 0.2 | -2.7 | 4.0 | 0.1 | 7.2
COc1cccc(NC(=O)c2ccc(-c3ccccc3[N+](=O)[O-])o2)c1 | 3.4 | -2.0 | 2.6 | 23.6 | -16.3 | -8.4 | 2.0 | 2.4 | -6.1
COCc1cc(C)nc(OCC(=O)N/N=C\c2cc(C)n(-c3cccc(C(F)(F)F)c3)c2C)c1C#N | -2.6 | -2.4 | 1.0 | 9.2 | 33.8 | 0.2 | 3.0 | 1.0 | 9.9
NC(=O)CC(NC(=O)Cc1cccc2ccccc12)c1ccc(N2CCC(Cc3ccccc3)CC2)c([N+](=O)[O-])c1 (configuration not stated) | 12.5 | 12.9 | 2.9 | 15.0 | 3.6 | -10.4 | 1.0 | -0.3 | 0.7
CCN(CC)CCCN=Cc1c(O)n(-c2ccccc2C)c(=O)c2ccccc12 | 1.0 | -0.9 | -1.2 | -3.2 | -21.0 | -4.5 | 0.0 | -1.6 | -1.0
CCOc1ccccc1NC(=O)CSc1nnnn1Cc1ccccc1 | -2.4 | -1.1 | 3.0 | 2.3 | -0.2 | -5.0 | 10.0 | -1.7 | 3.5
COc1ccc(C(CC(=O)N2CCCCC2)NC(=O)C(F)(F)F)cc1 (configuration not stated) | 3.4 | -3.6 | -3.6 | -1.6 | 5.8 | -1.1 | 0.0 | -0.8 | 7.8
CCCCC(=O)N(Cc1ccc2c(c1)OCO2)Cc1nc2ccccc2c(=O)[nH]1 | -5.2 | -0.7 | 3.4 | -0.1 | 4.1 | 2.6 | 1.0 | -3.6 | 10.8
O=C(CN(CC1CCCO1)C(=O)CNS(=O)(=O)c1ccc(Cl)cc1)NCc1ccc(F)cc1 (configuration not stated) | -0.2 | -2.6 | 1.0 | 4.5 | -5.4 | 6.1 | 3.0 | -4.7 | -0.5
COc1ccc(N2CCN(S(=O)(=O)Cc3ccccc3)CC2)cc1 | -1.9 | -3.2 | 2.4 | -0.5 | 4.4 | 4.8 | 0.0 | 1.2 | 3.1
CCOC(=O)N1CCN(c2c(-c3ccc(C)c(C)c3)c(=O)c2=O)CC1 | -4.0 | -3.2 | -0.1 | -1.8 | -2.7 | 4.8 | 0.0 | 0.0 | 3.9
COc1ccc(C)cc1S(=O)(=O)Nc1ccc2c(c1)N(C(C)=O)CCC2 | 2.8 | -0.7 | -2.2 | 0.3 | 0.5 | 14.3 | 0.0 | 3.1 | 9.1
CC1CN(C(=O)c2ccccc2OCc2ccccc2Cl)CC(C)O1 (configuration not stated) | 0.0 | -4.8 | 4.0 | x | 7.2 | -1.7 | 0.0 | x | -9.7
Cc1ccc(OCCNC(=O)C2CCCCC2)cc1 | 16.8 | -0.6 | 3.2 | -4.2 | 5.8 | 1.9 | 0.0 | -2.4 | 7.8
N#CCSc1nc2ccccc2c(=O)n1CCCC(=O)NCc1ccco1 | -18.6 | -3.0 | -0.1 | 3.2 | 2.0 | -2.4 | 1.0 | 0.7 | 9.2
CCN(c1ccccc1)S(=O)(=O)c1ccc2c(c1)CC(C)N2C(=O)C1CC1 (configuration not stated) | 0.0 | -4.7 | 0.1 | 7.4 | -19.2 | 4.0 | 3.0 | -3.0 | 8.9
CCn1c2ccccc2c2cc(Nc3cc(C)nc4ncnn34)ccc21 | -2.4 | 4.0 | 3.1 | 6.7 | -2.0 | -0.8 | 5.0 | -2.1 | 13.8
O=C(CCc1ccc(S(=O)(=O)N2CCOCC2)cc1)N/N=C/c1ccc(F)cc1F | 10.1 | -2.7 | -1.7 | -2.4 | -18.5 | 7.9 | 0.0 | -1.0 | 5.3
Cn1ncc(Br)c1N1C(=O)CCC1=O | 4.2 | -1.5 | 1.4 | -2.9 | -14.2 | -0.1 | 1.0 | 0.9 | 2.6
